S3 lipid droplet: qHTS Assay for Lipid Storage Modulators in Drosophila S3 Cells. Drosophila S3 cells, BODIPY lipid droplet fluorescence, 18-24 h; cells fed with added oleic acid. Potency in µM for hits, for the others lipid storage change, negative = inhibition, % at the top dose, mostly 46.1 µM. 320,000 tested, 0.64% active; active means well fitted inhibition curve with a large enough effect in the signal ratio, with a control signal flat, not every such curve was filed as active; inconclusive means small, poorly fitted or top-dose-only effect, or effect the other way, or a change in a side signal; the % refers to the signal ratio
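Drosophila S3 cells got compounds at several concentrations plus oleic acid (400 uM solution). Laser-scanning cytometry with 488 nm excitation read lipid droplets at 500-530 nm and cells at 575-640 nm. Percent activity was relative to 20 uM Triacsin C.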
S3 lipid droplet cell count max: second read-out of S3 lipid droplet, no call of its own (marks repeat the call); cell number change, %; measured here: cell count max response;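 cells counted by Cell Tracker Red CMTPX staining in the red channel; peak over a dose series mostly up to 46.1 µM; percent activity relative to internal control wells on each plate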
The depositor's hits bear a star; i = inactive; ? = inconclusive; · = no result given; [ ] = another dose, or the depositor's remark. On the % scale 0 is the no-effect control and ±100 the full control effect; potency means the concentration at half of the fitted maximal effect. Not all compounds are listed; count on the stated rates, not on these rows.

S3 lipid droplet	S3 lipid droplet cell count max	structure
-19.8%	·	COc1ccc(OC)c(NC(=O)CSc2nnc(CNC(=O)COc3ccc(Cl)cc3)o2)c1
?	·	CN(NC(=O)c1c(Cl)cccc1Cl)c1cccc(Cl)n1
?	·	CS(=O)(=O)N(CC(=O)N1CCOCC1)c1ccc2c3c(cccc13)CC2
?	·	Cc1ccc(S(=O)(=O)N(C)C)cc1NC(=O)C(C)N(C)Cc1sccc1C (stereo not given)
?	·	CCc1nnc(NC(=O)c2cccc(S(=O)(=O)N3CCCCC3)c2)s1
0.3%	-4.2	CC1CCc2nc(N)c(C#N)c(-c3cccnc3)c2C1 (stereo not given)
?	·	Cc1cccc(NC(=O)CSc2nc3c(c(=O)[nH]2)CCCC3)c1C
?	·	Cc1ccc(C(=O)N(CC(=O)NC2CCCC2)c2ccccc2Cl)s1
-24.8%	14.2	CC1=CC(c2ccc(Cl)cc2)n2nc(NC(=O)CCCC(=O)O)nc2N1 (stereo not given)
?	·	Nc1cc(Cl)ccc1N1CCCCC1
24.2%	·	O=c1oc2ccccc2cc1-c1csc(NN=C2CCCCC2)n1
15.9%	1.1	S=C(NCC1CCCCC1)Nc1cccnc1
?	·	CCOc1ccc(NC(=O)CN(C)C(=O)CN2C(=O)C3CCCCC3C2=O)cc1OCC (stereo not given)
?	·	COc1ccccc1OCCNC(=O)C1CCN(C(C)=O)CC1
?	·	CCOC(=O)N1CCN(C2=C(NS(=O)(=O)c3ccccc3)C(=O)c3ccccc3C2=O)CC1
?	·	COCCNC(=S)N1CCN(c2nc(-c3ccc(Cl)cc3)cs2)CC1
?	·	CCCN1C=CC(=C/C=C(\C#N)C(=O)OCC)C=C1
2.3%	22.1	O=C(CCCc1nc2ccccc2s1)N1CCN(c2ccccc2F)CC1
i	·	CCCNS(=O)(=O)c1ccc(OCC(=O)NCc2ccco2)cc1
?	·	COC(=O)c1c(NC(=O)Cc2ccccc2)sc2c1CC(C)(C)NC2(C)C
17.3%	-0.5	COc1ccc2c(c1)c(C(C)=O)c(C)n2CCc1ccccc1
?	·	Cc1ccc(S(=O)(=O)/N=C(/Nc2nc(C)cc(C)n2)N2CCOCC2)cc1
i	·	O=C(NCCCCNC(=O)c1cccnc1)c1cccnc1
?	·	O=C(CSc1nc(-c2ccccc2)cc(=O)[nH]1)NCc1ccc2c(c1)OCO2
2.6%	·	COc1ccc(C2NC(=O)NC(C)=C2C(=O)OCC2CCCCC2)cc1OC (stereo not given)
?	·	COc1ccc(OC)c(S(=O)(=O)N2CCC(C(=O)N3CCN(c4ccc(F)cc4)CC3)CC2)c1
8.6%	2.8	COc1ccc(N2CC(C(=O)NCCc3ccc(OC)c(OC)c3)CC2=O)cc1 (stereo not given)
5.7%	0.1	CCCc1nc(NCc2ccco2)c(C#N)c2c1COC(C)(C)C2
?	·	COc1ccc(-c2sc3ccccc3c2C#CCCO)cc1
4.5%	-2.2	COc1cc(C2C3C(=O)N(c4ccccc4)C(=O)C3ON2c2ccccc2)ccc1O (stereo not given)

Ordered by value in S3 lipid droplet (smallest number first): 3 from the list above
S3 lipid droplet	S3 lipid droplet cell count max	structure
2.3%	22.1	O=C(CCCc1nc2ccccc2s1)N1CCN(c2ccccc2F)CC1
5.7%	0.1	CCCc1nc(NCc2ccco2)c(C#N)c2c1COC(C)(C)C2
15.9%	1.1	S=C(NCC1CCCCC1)Nc1cccnc1

3 entries from above, in CSV form.
Compound,S3 lipid droplet,S3 lipid droplet cell count max
COCCNC(=S)N1CCN(c2nc(-c3ccc(Cl)cc3)cs2)CC1,?,·
S=C(NCC1CCCCC1)Nc1cccnc1,15.9%,1.1
CCCc1nc(NCc2ccco2)c(C#N)c2c1COC(C)(C)C2,5.7%,0.1

Additional entries.
S3 lipid droplet	S3 lipid droplet cell count max	structure
16.5%	-11.3	CCCC(=O)NCc1nc2ccccc2n1C
-25.3%	-18.2	COc1cccc(OC)c1OCc1cc(C2C3CCCC=C3C(C#N)=C(N)C2(C#N)C#N)c(C)cc1C (stereo not given)
?	·	Clc1cccc(Cl)c1CSc1nnc(CN2CCOCC2)n1-c1ccccc1
?	·	CCOC(=O)c1c(N)sc(C(O)(C(F)(F)F)C(F)(F)F)c1-c1ccccc1
-1.7%	10.0	Cc1cccc(NC(=S)N(CCN(C)C)Cc2cccs2)c1
?	·	Clc1ccc(OCCCCCN2CCOCC2)cc1
?	·	CC1(C)CC(CC(=O)O)(c2ccc(F)cc2)CCO1 (stereo not given)
?	·	CN(C)c1oc(-c2ccccc2Cl)nc1P(=O)(c1ccccc1)c1ccccc1
-16.3%	11.8	N#Cc1cc(-c2ccc(Cl)cc2)cn(Cc2c(Cl)cccc2Cl)c1=O
12.3%	8.9	N#Cc1c(-c2ccccc2)c(-c2ccccc2)n(Cc2ccco2)c1NC(=O)c1cccs1
?	·	Cc1nnc(SC(C(=O)Nc2ccc(Cl)c([N+](=O)[O-])c2)c2ccccc2)[nH]c1=O (stereo not given)
-1.0%	-2.3	O=C1C2C3C=CC([C@@H]2C(=O)N1Cc1cccnc1)C31CC1 (stereo not given in full)
?	·	CCOC(=O)c1ccc(N2C(=O)CC(N(Cc3ccc4c(c3)OCO4)C(=O)Nc3ccccc3)C2=O)cc1 (stereo not given)
?	·	COCCNC(=O)CN1C(=O)/C(=C/c2ccccc2)Oc2ccc(C(C)(C)C)cc21
i	17.9	O=C(COc1ccc(Cl)cc1)Nc1ccc(Cc2ccncc2)cc1
?	·	Cc1cc(C)c(C2C3=C(Nc4c2c(C)nn4-c2ccccn2)c2ccccc2C3=O)c(C)c1 (stereo not given)
?	·	CCOc1ccc(C(=O)CCC(=O)NC(C)C(=O)OC)cc1 (stereo not given)
-0.1%	-15.2	CC(C)(C)C1CCC(=NNS(=O)(=O)c2ccc(Br)cc2)CC1 (stereo not given)
-15.2%	17.7	CCN(CC)S(=O)(=O)c1cc([N+](=O)[O-])ccc1N=Nc1c(O)[nH]c2ccccc12
?	·	CN(C)CCCNC(=O)/C(=C\c1ccc(-c2cccc([N+](=O)[O-])c2)o1)NC(=O)c1ccccc1
?	·	O=C(COC(=O)CCCNC(=O)c1ccc(Cl)cc1)NC1CC1
?	·	Nc1nc(SCC(=O)Nc2ncc(C(F)(F)F)cc2Cl)n[nH]1
0.2%	1.2	COc1ccccc1C(=O)Nn1cnc2ccccc2c1=O
?	·	Cc1cccn2c(=O)nc(SCC(=O)NC3CCCCC3)nc12
14.7%	5.4	O=C1CC(c2c[nH]c3ccccc23)C(=O)N1c1ccccc1 (stereo not given)
-0.6%	-15.3	CN(CC(=O)NC1CC1)S(=O)(=O)c1cc(Cl)ccc1Cl
i	-26.5	O=C(c1ccccc1)N1N=C(c2cccs2)CC1c1ccccc1O (stereo not given)
i	9.3	COc1ccc(-c2c(-c3cc(OC)cc(OC)c3)n(C)c3ccc(-c4ccc5[nH]ccc5c4)cc23)cc1
6.4%	-10.0	O=C(c1cc(-c2ccc(Cl)cc2)n(-c2cc(Cl)ccc2Cl)n1)N1CCOCC1
?	·	COc1ccc(N(CC(=O)Nc2nccs2)S(=O)(=O)c2c(C)nn(C)c2C)cc1

Reprinted at random: two entries already listed
S3 lipid droplet	S3 lipid droplet cell count max	structure
?	·	CCOc1ccc(C(=O)CCC(=O)NC(C)C(=O)OC)cc1 (stereo not given)
16.5%	-11.3	CCCC(=O)NCc1nc2ccccc2n1C

Remaining list, next part
S3 lipid droplet	S3 lipid droplet cell count max	structure
16.8%	25.6	CCCCOC(=O)C1=C(C)NC(=O)NC1c1ccccc1 (stereo not given)
10.4%	-0.3	CCCNC(=O)CCc1cc(C(C)(C)C)c(O)c(C(C)(C)C)c1
-11.5%	3.5	COCCN1C(=O)C(=O)/C(=C(/O)c2cccc(OC)c2)C1c1ccco1 (stereo not given)
?	·	Cc1cnc(C(=O)OCC(=O)N(C)CC(=O)Nc2ccccc2Cl)cn1
?	·	CCOc1nc(NCc2ccco2)nc(Nc2ccc(OC)cc2)n1
-22.7%	-12.1	CCC(C)c1ccccc1NC(=O)C(C)NCCN(C)C (stereo not given)
?	·	Cc1cc(NC(=O)c2c(-c3ccccc3Cl)noc2C)no1
4.7%	3.8	O=C(NCCc1ccc(Cl)cc1)Nc1ccc(Cl)cc1
i	-17.4	COc1cc(C2NC(=O)C(C#N)=C(S)N2c2ccc(C)cc2)ccc1OC(C)C (stereo not given)
?	·	COc1ccc(/C=N/Nc2nnc(Cc3ccc(OC)c(OC)c3)c(=O)[nH]2)cc1OC
?	·	CCN(CC)CC#CCC(O)(c1ccccc1)c1ccccc1
i	-7.1	CNC(=O)CSc1nnc(NC(=O)C2CC(=O)N(c3ccccc3OC)C2)s1 (stereo not given)
11.8%	-5.4	NC(=O)Cc1cn(-c2ncc(C(F)(F)F)cc2Cl)c2ccccc12
-1.5%	4.1	C/C(=N\Nc1ccc2nncn2n1)c1ccco1
?	·	Cc1ccc(Cl)cc1N1CCN(C(=O)CNC(=O)c2ccc(Br)o2)CC1
6.3%	-18.9	CCOC(=O)Nc1ccc2c(c1)N(C(=O)CCN1CCOCC1)c1ccccc1S2=O (stereo not given)
?	·	Nc1nc(NC(=O)c2ccco2)nn1-c1ccccc1
?	·	COC(=O)C1CCN(C(=O)CSc2nnc(-c3ccccc3)o2)CC1
-2.3%	9.0	O=C(CSc1nccn1-c1ccc(Cl)cc1)N1CCCc2ccccc21
?	·	COc1cccc(CN(C)CC(=O)Nc2cc(S(=O)(=O)N3CCCC3)ccc2Cl)c1OC
?	·	CN(C)CCn1c(SCc2ccccc2C#N)nc2c(sc3ccccc32)c1=O
16.6%	11.0	Cc1ccc(S(=O)(=O)N(C)c2ccc(OCC(=O)Nc3nnc(C4CC4)s3)cc2)cc1
-26.2%	-29.7	N#Cc1c(N)nc(Sc2ccc(Cl)cc2)c(C#N)c1-c1ccccc1Cl
?	·	CN1CCN(c2ccc(NC(=O)c3cc(Cl)c4c(c3)OCCO4)cc2)CC1
?	·	Cc1ccc(NC(=O)CNC(=O)CC23CC4CC(CC(C4)C2)C3)c(O)c1
-7.9%	-5.0	CCn1c(C)nnc1SCC(=O)NC1CCCCCC1
?	·	S=C(NCc1ccc(Cl)cc1)Nc1ccncc1
?	·	CCN(CC(=O)c1c(N)n(C)c(=O)n(C)c1=O)c1cccc2ccccc12
?	·	c1ccc(CCn2nnnc2CN2CCCc3ccccc32)cc1
15.0%	-5.5	CCOC(=O)COc1ccc(S(=O)(=O)N2CCN(C(=O)OCC)CC2)cc1

Some values from above.
S3 lipid droplet with `C/C(=N\Nc1ccc2nncn2n1)c1ccco1` → -1.5%
S3 lipid droplet with `COCCN1C(=O)C(=O)/C(=C(/O)c2cccc(OC)c2)C1c1ccco1` (stereo not given) → -11.5%

Next section:
S3 lipid droplet	S3 lipid droplet cell count max	structure
?	·	CCOc1cc(S(=O)(=O)NCc2cccs2)ccc1Cl
10.9%	-0.8	O=C(COC(=O)c1ccccn1)Nc1cccc(Cl)c1Cl
3.3%[0.0737 µM]	4.0	COc1cc(C(=O)OCC(=O)NCC2CCCCC2)ccc1OCC(C)C
?	·	CC(=O)c1cccc(NC(=O)c2ccc(C)c(S(=O)(=O)N3CCOCC3)c2)c1
i	·	O=C1CCc2cc(S(=O)(=O)Nc3cccc(F)c3)cc3c2N1CC3
?	·	COc1ccc(-c2nn(C)c(=O)c3ccccc23)cc1NC(=O)Cn1nc(C)c2ccccc2c1=O
-22.8%	·	CCOC(=O)c1ccc(Nc2cc(C)nc(N3CCOCC3)n2)cc1
?	·	O=C(CCN1C(=O)/C(=C/c2ccc(F)cc2)SC1=S)NC1C=CS(=O)(=O)C1 (stereo not given)
-0.9%	-5.0	Cc1cc(C(=O)CS(=O)(=O)c2ccccc2)cc(C)c1O
?	·	COc1ccc(CCNC(=O)COc2ccc(S(=O)(=O)N3CCOCC3)cc2C)cc1
?	·	CCN(CC)c1ccc(-c2sc(Nc3ccccc3)n[n+]2-c2ccc(F)cc2)cc1
?	·	O=C(COc1ccc2ccccc2c1)NCCn1ccc2ccccc21
-3.3%	0.1	c1ccc(C2=NN(c3ccccc3)CC2)cc1
?	·	CC(C)CC(NC(=O)c1cccs1)c1nnc(SCc2ccc(Cl)c(Cl)c2)n1C (stereo not given)
-1.0%	9.0	COC(=O)c1c(C)nn(-c2ccccc2)c1N
i	·	CCOC(=O)C1CN(S(=O)(=O)c2ccccc2)CCN1S(=O)(=O)c1ccccc1 (stereo not given)
-3.6%	1.3	Cc1ccc(S(C)(=O)=O)cc1S(=O)(=O)Nc1cccc(Cl)c1
-23.7%	11.3	O=C(CN1C(=O)COc2ccccc21)N1CCCc2ccccc21
11.2%	4.8	Cc1ccc2[nH]c(=O)c(CN(CC3COCCO3)C(=O)Nc3ccccc3F)cc2c1 (stereo not given)
5.4%	·	Cc1cc(C)n2nc(CC(=O)NNC(=O)COc3cccc(C)c3C)nc2n1
5.2%	29.9	CC1CCN(C(=S)SCc2nc(N)nc(Nc3ccccc3)n2)CC1
?	·	CC(Oc1ccc(Cl)cc1Cl)C(=O)N/N=C1\CCCc2ccccc21 (stereo not given)
?	·	CC(=O)Nc1ccc(NC(=O)C(C)OC(=O)CN(C)S(=O)(=O)c2ccc(Cl)cc2)cc1 (stereo not given)
?	·	Cc1cc(SCC(=O)c2cc(C)n(C)c2C)nc2ccccc12
?	·	Cc1cccc(CCNS(=O)(=O)c2cc3c(cc2C)NC(=O)CO3)c1
